F508del corr – correctors of CFTR F508del function in bronchial epithelial cells. CFBE cells, YFP halide quenching; stimulated with forskolin plus potentiator P3; % fluorescence drop versus neutral controls. activity (quench increase), % at 7.58 µM. hit rate 0.36% among 350,000. AID 720511;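 active means mean added fluorescence quench of at least 8% versus neutral control, with both replicates also reaching 8%; inconclusive means only one of the mean or replicate conditions met; inactive means mean below 8% and not both replicates reaching 8%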;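 further: cells transiently co-express mutant CFTR-F508del with the halide-sensitive YFP; corrector assay measuring rescue of mutant channel to the surface after 24 h compound exposure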
EWS-Fli inh – EWS/Fli transcriptional activity inhibition | A673 NR0B1-luciferase reporter, viability-normalised | inhibition, % at 12.6 µM | hit rate 0.67% among 350,000;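 active means mean inhibition of at least 50% after viability correction, with every replicate also passing that limit; inconclusive means mean reaches 50% but only one of two replicates passes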;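 further: firefly luciferase signal divided by Alamar Blue viability fluorescence both relative to DMSO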
XiGFP reactiv – X-chromosome reactivation activator; AID 743238; activation, % at 7.58 µM; XiGFP mouse fibroblasts, % GFP-positive cells imaging, 3 d; cells co-treated with 5-aza-dC sensitizer; scaled so ellipticine positive control = 100%; hit rate 0.055% among 360,000;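 active means mean normalized replicate activation at least 10% and every replicate at or above 10%; inconclusive means only one of the two criteria met; inactive means mean below 10% and not all replicates reach 10%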;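 further: 0% = median of on-plate neutral control wells and 100% = ellipticine 6 µM median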
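Assay system: SV40-immortalized XiGFP fibroblast cells, line 68-5-11; buffer or medium: DMEM plus 5-aza-dC sensitizer; compound: one concentration, pinned; timing: compounds 3 days, fix/stain 15 min at room temperature; benchmarks: positive control ellipticine, 6 µM final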
GSIS activator – primary screen for activators of insulin secretion dependent on glucose, INS-1E cells, GLuc reporter luminescence; INS-1E GLuc reporter insulin secretion, 2-3 h; activation, % at 16.6 µM; hit rate 0.61% among 370,000;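 active means lowest replicate activation of at least 40%, so every replicate reaches that level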;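 further: 0% = median of neutral control wells and 100% = median of IBMX positive control wells; some compounds called inactive have numbers as strong as hits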
ARNT-TACC3 inh – disruptors of human ARNT/TACC3 interaction. AlphaScreen His-ARNT PAS-B/GST-TACC3 binding, luminescence; TACC3 fragment carries E629A point mutation. inhibition, % at 9.99 µM. hit rate 0.66% among 390,000. AID 623870;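 active means mean inhibition of replicates at least 50% and at least half of replicates each reaching 50%; inconclusive means half or more replicates reach 50% but mean below 50%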;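 further: 0% = complete ARNT plus TACC3 wells and 100% = ARNT alone without TACC3; many hits fall short of the cut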
DENV2 CPE rescue – DENV2-induced cell death inhibition; DENV2-infected cells, cytopathic effect rescue, plate reader; CPE inhibition, % at 9.99 µM; hit rate 1.7% among 350,000; in the data active means CPE inhibition above about 20%, passing the limit was not always enough; inconclusive means no clear call, values can overlap the other calls; tested in BHK-21 cells;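 further: 0% = median of neutral control wells and 100% = median of positive control wells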
ERp5 inh – ERp5 (human) disulfide isomerase inhibition. Q15084. ERp5 insulin aggregation, absorbance 650 nm, 90 min. inhibition, % at 9.99 µM. hit rate 0.05% among 350,000. AID 651711;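 active means mean replicate inhibition above about 25%, with every replicate also reaching it, limit read from the data, passing the limit was not always enough; inconclusive means only one of those two criteria met; inactive means neither criterion met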
Target sequence (Q15084 whole entry, looked up): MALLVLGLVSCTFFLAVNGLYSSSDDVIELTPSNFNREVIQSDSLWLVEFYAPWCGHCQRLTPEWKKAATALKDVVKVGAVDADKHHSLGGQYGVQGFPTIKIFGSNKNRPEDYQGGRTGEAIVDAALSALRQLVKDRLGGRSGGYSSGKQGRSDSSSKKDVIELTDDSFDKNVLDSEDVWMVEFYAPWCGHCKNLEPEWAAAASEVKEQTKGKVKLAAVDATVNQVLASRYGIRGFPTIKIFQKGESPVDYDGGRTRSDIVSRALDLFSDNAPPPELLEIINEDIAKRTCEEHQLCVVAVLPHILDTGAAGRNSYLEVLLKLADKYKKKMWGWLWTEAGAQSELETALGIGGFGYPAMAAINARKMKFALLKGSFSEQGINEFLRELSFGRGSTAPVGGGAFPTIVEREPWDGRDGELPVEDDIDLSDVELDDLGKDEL
PAX8 reporter – inhibitors of PAX8 transcriptional activity in RMG-I cells; hit rate 1.2% among 360,000; inhibition, % at 12.6 µM; AID 652154; RMG-I TPO-luciferase reporter, SteadyGlo, 24 h;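 active means mean replicate inhibition at least 60% with every replicate also reaching 60%; inconclusive means only one of the two criteria is met; inactive means mean below 60% and not all replicates reaching 60%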;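 further: luciferase light reporting Pax8 driven TPO promoter activity; plate controls were median of neutral control wells for no effect and mitoxantrone controls for full effect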
* = called active by the depositor; ? = inconclusive; nt = no result given.

SMILES	F508del corr	EWS-Fli inh	XiGFP reactiv	GSIS activator	ARNT-TACC3 inh	DENV2 CPE rescue	ERp5 inh	PAX8 reporter
COc1ccc(CNC(=O)c2cccc(S(=O)(=O)N3CCCCC3)c2)cc1OC	-1.6	17.8	-0.1	-40.8	1.7	5.1	-1.6	25.8
C[C@H](CO)N1C[C@H](C)[C@H](CN(C)C)Oc2ncc(C#CC3(O)CCCC3)cc2C1=O	0.3	-14.7	0.2	-0.1	-6.1	?	-0.2	nt
COC(=O)C1=C(C)N(Cc2ccccc2C(F)(F)F)C(=NCc2ccc(C(F)(F)F)cc2)NC1c1ccc(C(F)(F)F)cc1 (stereo not drawn)	3.3	-3.6	0.1	nt	nt	nt	2.6	9.8
O=[N+]([O-])c1ccc(N2CCc3ccccc3C2)cc1	-7.0	-54.7	0.0	-9.3	-7.8	-13.6	0.5	-28.1
CC(=O)Nc1ccc(S(=O)(=O)Oc2ccccc2N2CCCCC2)cc1	-0.8	6.7	0.0	nt	-2.8	-1.6	nt	13.8
C[C@@H]1CN([C@H](C)CO)C(=O)c2cc(C#CCN(C)C)cnc2O[C@H]1CN(C)Cc1ccccc1F	nt	11.6	-1.0	2.0	1.5	15.4	-1.2	0.3
C[C@@H]1CCCCO[C@H](CN(C)C(=O)c2ccccc2)[C@@H](C)CN([C@@H](C)CO)C(=O)c2cc(NS(=O)(=O)c3ccccc3)ccc2O1	1.7	2.6	0.0	-20.0	-4.7	-5.4	0.7	4.1
C=CCC1c2cccc(C(=O)O)c2C(=O)N1c1cccc(C)c1 (stereo not drawn)	0.1	2.2	nt	3.7	-13.9	3.9	-3.4	nt
CCCCNC(=O)Cn1nc(Cc2ccncc2)c2ccccc2c1=O	-1.5	-6.6	0.1	4.2	-5.4	-3.7	-2.4	6.9
COc1ccc(NC(=O)N(C)C[C@@H]2Oc3ccc(NC(=O)Nc4cccc5ccccc45)cc3CC(=O)N([C@H](C)CO)C[C@@H]2C)cc1	2.5	-2.8	0.0	-2.0	-6.3	3.2	-7.5	17.8
Nc1nc(-c2ccc(Cl)cc2)nnc1-c1ccc(Br)cc1	-1.2	-182.3	0.0	5.6	-10.2	1.5	-3.4	-171.0
COCC(=O)Nc1ccc2c(c1)C(=O)N(C)[C@H]1CC[C@@H](CC(=O)NCc3ccc(OC)cc3)O[C@H]1CO2	0.1	3.6	0.2	-1.2	0.9	-2.0	nt	-8.5
Cc1ccc(S(=O)(=O)N(C)C[C@@H]2Oc3ccc(NC(=O)NC4CCCCC4)cc3C(=O)N([C@H](C)CO)C[C@@H]2C)cc1	1.5	11.2	-0.1	-23.6	4.0	28.5*	0.6	16.5
COc1cccc(Nc2ccc(C(=O)O)cc2[N+](=O)[O-])c1	nt	nt	0.0	-15.8	-3.4	nt	nt	21.9
O=C(CCN1CCCCC1)NCC[C@@H]1CC[C@H](NC(=O)Nc2ccc(Cl)cc2)[C@H](CO)O1	-0.8	-1.3	-0.2	1.5	1.9	-8.1	-2.4	-9.5
CCCCC/C=C\C[C@H](O)/C=C/c1cccc(C[C@H](O)CCCCO)n1	-0.1	2.0	-0.1	nt	-2.2	-4.1	0.3	-5.8
O=C(Nc1nc2cc3c(cc2s1)OCCO3)c1ccncc1	3.7	-47.5	0.3	-1.1	-15.6	-3.8	0.8	-136.3
CCOc1ccc(S(=O)(=O)N2CCCCC2)cc1NC(=O)Cc1cc(OC)c(OC)c(OC)c1	-0.7	17.0	0.0	-7.7	nt	-11.5	-2.2	15.9
COc1ccc(/C=N/NC(=O)c2ccc3nc[nH]c3c2)cc1OC	1.2	5.5	0.1	nt	-2.0	3.6	nt	0.3
C[C@@H]1CN([C@H](C)CO)C(=O)c2cc(NC(=O)Nc3ccc4c(c3)OCO4)ccc2O[C@@H]1CN(C)C	1.6	-0.4	-0.8	15.4	-4.3	0.8	-0.1	29.5
CNC[C@@H]1Oc2cc(C#Cc3ccc(OC)cc3)ccc2S(=O)(=O)N([C@H](C)CO)C[C@H]1C	-2.7	-14.8	1.9	2.8	5.5	-8.4	-1.9	nt
CCCS(=O)(=O)c1nc(S(=O)(=O)c2ccc(C)cc2)c(NCc2ccc3c(c2)OCO3)s1	nt	8.3	0.1	8.0	-13.7	-3.4	-1.0	-9.4
C[C@H](CO)N1C[C@H](C)[C@@H](CN(C)C(=O)Nc2ccc3c(c2)OCO3)Oc2c(NC(=O)CCCCCC(=O)Nc3ccccc3N)cccc2C1=O	0.7	-9.4	0.3	20.6	4.2	-3.0	3.0	nt
CCC(=O)N1[C@H](CO)[C@@H](c2ccccc2)C12CN(C(=O)Nc1ccccc1F)C2	0.1	8.5	0.1	3.6	nt	-3.7	0.1	-7.2
CC(=O)N1CCSc2ccc(S(=O)(=O)N3CCC(C)CC3)cc21	1.0	-3.5	0.0	4.7	-3.8	-3.2	13.3	-7.4
COc1cccc(CC(=O)OCC(=O)NCCc2ccc(F)cc2)c1	-1.4	-2.1	0.0	-10.9	5.0	-5.6	-18.9	5.2
CCCNC(=O)C[C@H]1CC[C@H]2[C@@H](COc3ccc(NC(=O)NCC)cc3C(=O)N2C)O1	-2.1	-1.3	-0.1	8.5	5.4	-1.3	0.6	-0.1
Cc1c(Cl)cccc1NC(=O)CNC(=O)c1ccccc1F	nt	-2.1	0.8	nt	-4.2	nt	-5.7	-4.3
CCNc1nc(NCC)nc(-n2nc(C)cc2C)n1	?	15.1	nt	47.2	28.1	2.5	-0.4	nt
COc1ccc(NC(=O)Nc2ccc3c(c2)CC(=O)N([C@@H](C)CO)C[C@@H](C)[C@@H](CN(C)C(=O)Nc2ccccc2)O3)cc1	1.2	2.9	-0.1	5.0	-9.2	-10.2	0.7	4.4
COCCCNC(=O)CCc1ccccc1	-0.9	0.6	0.0	1.8	-0.3	4.8	0.5	5.2
CCCOc1ccc(/C=N/NC(=O)CN(c2ccc(OCC)cc2)S(C)(=O)=O)cc1	-7.0	1.7	0.0	nt	-7.0	0.3	-2.3	-16.0
Cc1cccc(N(CC(=O)NC2CCCC2)C(=O)CCC(=O)Nc2cc(C)on2)c1	-2.2	-0.1	0.5	2.8	0.0	-1.7	-6.3	3.2
CC1C(=O)N(Cc2cn(Cc3ccco3)nn2)CCS(=O)(=O)N1Cc1ccc(-c2ccncc2)cc1 (stereo not drawn)	0.4	3.8	0.9	nt	nt	-2.2	3.9	-3.4
CCc1cc(C(=O)N(CC(C)C)c2c(N)n(Cc3ccccc3)c(=O)[nH]c2=O)sc1C	1.8	4.2	0.3	3.2	1.0	-1.6	3.4	9.3
O=C1c2cccc3cccc(c23)C(=O)N1CCN1CCN(CC(O)COc2ccc3ccccc3c2)CC1 (stereo not drawn)	nt	1.7	0.5	-26.2	10.4	10.3	1.1	-7.3
COC(=O)C[C@H]1C=C[C@H](N)[C@H](CO)O1	-0.2	nt	0.2	7.7	-3.4	-3.3	3.6	nt
C[C@@H]1CN([C@H](C)CO)C(=O)c2cc(C#CCc3ccccc3)cnc2O[C@H]1CN(C)C(=O)Cc1cccnc1	3.0	7.1	-0.1	-25.2	nt	-3.8	-0.4	12.2
CCS(=O)(=O)Nc1ccc2c(c1)C(=O)N(C)C[C@@H](OC)[C@@H](C)CN(C(=O)CN(C)C)[C@H](C)CO2	-1.3	4.6	-0.4	-4.0	-13.7	4.7	-1.5	nt
COc1ccc(OC(=O)N2C/C(=C/c3ccccc3)C(=O)/C(=C\c3ccccc3)C2)cc1	-6.1	48.0	0.5	-1.5	-8.9	-2.5	2.4	11.0
Cc1noc(C)c1NC(=O)N(C)C[C@@H]1Oc2ccc(NC(=O)Cc3ccccc3)cc2C(=O)N([C@H](C)CO)C[C@@H]1C	-0.5	nt	0.0	8.2	0.1	12.6	3.8	-3.7
CCCCOc1ccc(-c2csc(N)n2)cc1[N+](=O)[O-]	nt	nt	0.0	-9.5	-0.3	nt	nt	-239.8
Cc1cc(=O)oc2c3c(cc(OCC(=O)NCc4ccccn4)c12)OC(C)(C)CC3	1.7	2.5	nt	nt	7.6	12.9	0.9	nt
COC(=O)c1ccc(CSc2nc(C(F)F)cc(C)c2C#N)o1	0.8	12.5	0.4	-11.7	1.5	6.0	3.9	7.0
CCOC(=O)COc1ccc(Br)cc1C1NC(=O)NC(C)=C1C(=O)NCc1ccccc1 (stereo not drawn)	-1.8	21.1	nt	-30.1	-9.9	2.0	2.6	nt
CC(Sc1ccccc1)C(=O)NNC(=O)c1ccncc1 (stereo not drawn)	0.5	2.3	0.2	27.3	nt	1.6	-5.0	nt
COC(=O)C[C@H]1C=C[C@@H](NS(=O)(=O)c2ccc(C)cc2)[C@@H](CO)O1	0.4	5.4	0.0	3.9	nt	-3.9	3.5	-11.7
Nc1ccc(-c2nnc(-c3ccc(N)cc3)o2)cc1	-0.6	-74.3	0.2	3.1	-2.9	-4.1	1.1	-199.0
O=C(NCc1ccccc1F)[C@@H]1[C@@H](CO)[C@@H]2Cn3c(cccc3=O)[C@@H]2N1CC1CC1	0.0	12.1	0.6	18.4	-0.8	6.4	2.8	nt
COc1cc(C2c3cc4c(cc3CC3COC(=O)N32)OCO4)cc(OC)c1OC (stereo not drawn)	4.4	?	2.3	nt	-4.9	4.5	0.8	72.3*
COc1ccccc1CNC(=O)CN1C(=O)c2ccc([N+](=O)[O-])cc2C1=O	3.6	-8.0	0.1	0.2	-4.1	-1.5	6.8	-5.3
COc1cccc(S(=O)(=O)Nc2ccc3c(c2)[C@@H]2C[C@H](CC(=O)NCC(F)(F)F)O[C@@H](CO)[C@@H]2O3)c1	-0.4	0.9	0.5	4.1	2.3	9.9	3.0	4.8
CN(C)CCCNC(=O)C[C@@H]1CC[C@H](NC(=O)c2ccccc2F)[C@@H](CO)O1	0.7	-2.2	-0.2	7.5	-4.4	-4.4	-4.1	-1.7
CCOC(=O)CNC(=S)N(CCCN1CCCCCC1)Cc1cccs1	nt	10.1	0.0	-0.3	nt	5.8	3.1	-0.9
N#C[C@@H]1[C@@H](c2ccc(C#CCC3CCCC3)cc2)[C@H](CO)N1C(=O)c1ccccn1	5.3	4.4	0.1	-8.0	-24.3	-19.0	2.4	13.7
CC(C)Cc1ccc(CN2CCCC(NC(=O)Cn3cnnn3)C2)cc1 (stereo not drawn)	-1.4	7.4	0.0	-15.5	7.9	1.4	-2.6	-4.7
CO[C@H]1CN(C)C(=O)c2cc(NC(=O)C3CC3)ccc2OC[C@H](C)N(Cc2ccncc2)C[C@H]1C	-0.1	-2.0	0.0	-1.3	-13.7	6.3	-4.1	-8.9
CC1=CC(C)C(=O)N(CCN2CCOCC2)C(C)=C1 (stereo not drawn)	1.0	-9.1	0.3	8.4	nt	7.1	1.6	-1.2
CC(C)NC(=O)Nc1ccc2c(c1)C(=O)N([C@@H](C)CO)C[C@@H](C)[C@H](CN(C)S(=O)(=O)c1cn(C)cn1)OCCCC[C@@H](C)O2	-0.2	-9.5	-0.1	20.2	-11.6	-4.8	1.1	9.4

Bioassay records as filed in PubChem BioAssay.
